From PubChem
DNMT1 block: human DNMT1 methyltransferase inhibitors, primary screen, biochemical, molecular beacon, fluorescence, HinP1I cleavage, uHTS; 0.83% of 360,000 active; inhibition (reported as % activation of signal), % at 10 µM; DNA (cytosine-5)-methyltransferase 1 (Homo sapiens), P26358; in the data active = inhibition above about 50%
MsrA inh: bovine MsrA enzyme inhibitors, primary screen, biochemical, absorbance, HTS | Methionine sulfoxide reductase A (Bos taurus) | purified bovine MsrA, absorbance read-out | inhibition, % at 15.5 µM | 0.75% of 360,000 active | AID 651718, 2012; in the data active = inhibition above about 4.5%;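 also: 0% = vehicle wells with enzyme and 100% = reference inhibitor wells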
TbMetRS inhib: T. brucei MetRS inhibitors, primary screen, biochemical, luminescence; purified T. brucei MetRS, ATP depletion, Kinase-Glo luminescence; 0.4% of 360,000 active; AID 624268, 2012; methionyl-tRNA synthetase (Trypanosoma brucei brucei); inhibition, % at 11.9 µM;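 active = inhibition above a per-plate cutoff of the control wells' mean inhibition plus 3 SD, cut at about 5.5% in these data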;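 also: 0% = DMSO wells median and 100% = median of wells with control inhibitor compound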
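Dosing: 11.9 µM compound single dose, 0.9% DMSO; Assay system: purified T. brucei MetRS enzyme; Measured by: Kinase-Glo luciferase luminescence reporting remaining unconsumed ATP; Schedule: 15 min plus 2 h at 25 °C.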
NadD inh: inhibitors of S. aureus NadD, primary screen, biochemical, colorimetric, uHTS; inhibition, % at 20 µM; Nicotinate-nucleotide adenylyltransferase NadD (Staphylococcus aureus N315); 0.78% of 360,000 active; purified NadD enzyme, colorimetric absorbance read-out; in the data active = inhibition above about 26%; also: some compounds past the cut are filed as inactive
SUMO1-SIM PPI: modulators of SUMO1 protein-protein interactions, primary screen, biochemical, uHTS; 0.33% of 360,000 active; Small ubiquitin-related modifier 1 (Homo sapiens), P63165; SUMO1 binding to a labelled peptide, TR-FRET, 1 h; inhibition, % at 20 µM; in the data active = inhibition above about 37%
STEP inh: STEP phosphatase inhibitors, primary screen, biochemical, fluorescence intensity, uHTS; inhibition, % at 20 µM; AID 588621, 2011; recombinant STEP, OMFP fluorogenic substrate; Tyrosine-protein phosphatase non-receptor type 5 (Homo sapiens), P54829; 0.25% of 360,000 active;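 active = inhibition at 20 µM, scaled per plate between control wells, above about 37%, limit read from the data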;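 also: 0% = DMSO with enzyme and substrate and 100% = substrate only without enzyme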
Target sequence (P54829 whole entry, looked up): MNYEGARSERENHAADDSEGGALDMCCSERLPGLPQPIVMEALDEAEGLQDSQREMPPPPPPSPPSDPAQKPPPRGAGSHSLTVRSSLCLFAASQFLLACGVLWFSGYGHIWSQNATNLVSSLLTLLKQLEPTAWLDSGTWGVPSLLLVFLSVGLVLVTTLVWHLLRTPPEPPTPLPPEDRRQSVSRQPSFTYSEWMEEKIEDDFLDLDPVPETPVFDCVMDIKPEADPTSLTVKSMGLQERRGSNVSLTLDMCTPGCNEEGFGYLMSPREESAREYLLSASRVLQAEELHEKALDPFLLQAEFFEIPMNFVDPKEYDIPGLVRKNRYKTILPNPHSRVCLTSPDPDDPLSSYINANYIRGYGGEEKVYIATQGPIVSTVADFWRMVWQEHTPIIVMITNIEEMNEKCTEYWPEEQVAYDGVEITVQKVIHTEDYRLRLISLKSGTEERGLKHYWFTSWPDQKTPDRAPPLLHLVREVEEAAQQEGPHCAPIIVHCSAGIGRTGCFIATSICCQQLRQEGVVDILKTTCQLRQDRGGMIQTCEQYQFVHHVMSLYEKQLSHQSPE
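Also added – OMFP at 25 µM · Test system – STEP tyrosine phosphatase · Technique – FITC-channel fluorescence of OMFP product · Schedule – 20 min at room temperature, dark · Evaluation – control-normalized % inhibition with plate pattern correction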
Rpn11 inh: Rpn11 (PSMD14) deubiquitinase inhibitors, primary screen, biochemical, fluorescence polarization, uHTS. calls only at 20 µM. human 26S proteasome, Ub4-pepOG fluorescence polarization; 20S core pre-blocked with epoxomicin. 0.59% of 360,000 active;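 active = inhibition at 20 µM, scaled to each plate's controls, above about 33%, limit read from the data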
Scp-1 inhibitor: Scp-1 phosphatase inhibitors, primary screen, biochemical, colorimetric, uHTS | Carboxy-terminal domain RNA polymerase II polypeptide A small phosphatase 1 (Homo … | Recombinant Scp1, phosphopeptide, malachite green phosphate absorbance | inhibition, % at 20 µM | 0.88% of 340,000 active;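 active = inhibition above about 50% at 20 µM, limit read from the data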;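 also: plate controls were DMSO wells with enzyme for no effect and wells lacking enzyme for full effect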
Target sequence (Q9GZU7 76-261 limits assumed): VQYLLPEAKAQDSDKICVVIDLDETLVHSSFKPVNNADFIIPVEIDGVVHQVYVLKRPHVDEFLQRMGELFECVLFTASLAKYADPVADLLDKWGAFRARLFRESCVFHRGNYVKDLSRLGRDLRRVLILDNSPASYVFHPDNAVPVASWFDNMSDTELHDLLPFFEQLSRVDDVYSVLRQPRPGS
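Test system: SCP-1 catalytic domain; Buffer or medium: Acidic Tris acetate buffer with magnesium and detergent; Also added: Phosphorylated 17-residue peptide substrate; Compound: single 20 µM dose, 1% DMSO; Schedule: enzyme reaction 45 min at room temperature, colour 5 min, stabilisation 30 min; Signal: Phosphate-binding colour reagent, absorbance read at 630 nm.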
LMPTP inh: LMPTP phosphatase inhibitors, primary screen, biochemical, fluorescence intensity, uHTS. inhibition, % at 20 µM. recombinant LMPTP-A, OMFP fluorogenic substrate. AID 651560, 2012. 0.22% of 360,000 active. Low molecular weight phosphotyrosine protein phosphatase (Homo sapiens), P24666;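 active = compounds that cut the enzyme signal by at least half of the control window in the single-dose screen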;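 also: plate controls were DMSO wells with enzyme plus substrate for no effect and substrate without enzyme for full effect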
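Test system: LMPTP-A phosphatase enzyme. Amount: LMPTP-A at 0.625 nM final in the reaction. Reagent: OMFP substrate, 400 µM final. Times: 50 min at room temperature. Signal: endpoint fluorescence intensity from OMFP dephosphorylation. Read-out basis: % inhibition. Benchmarks: no-enzyme and uninhibited controls.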
CSN inh: inhibitors of CSN-mediated cullin deneddylation, primary screen, biochemical, fluorescence polarization, uHTS; 0.38% of 360,000 active; Purified CSN, SCF-Nedd8-OG deneddylation; AID 651999, 2013; inhibition, % at 12.5 µM;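 active = pattern-corrected inhibition above about 35%, with an unprinted fluorescence ratio check between 0.5 and 1.5, limit read from the data, passing the limit was not always enough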;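 also: 0% = enzyme with substrate and 100% = substrate without enzyme; some results filed as inactive read as strong as hits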
Target sequence (Q92905 whole entry, looked up, one chain of several): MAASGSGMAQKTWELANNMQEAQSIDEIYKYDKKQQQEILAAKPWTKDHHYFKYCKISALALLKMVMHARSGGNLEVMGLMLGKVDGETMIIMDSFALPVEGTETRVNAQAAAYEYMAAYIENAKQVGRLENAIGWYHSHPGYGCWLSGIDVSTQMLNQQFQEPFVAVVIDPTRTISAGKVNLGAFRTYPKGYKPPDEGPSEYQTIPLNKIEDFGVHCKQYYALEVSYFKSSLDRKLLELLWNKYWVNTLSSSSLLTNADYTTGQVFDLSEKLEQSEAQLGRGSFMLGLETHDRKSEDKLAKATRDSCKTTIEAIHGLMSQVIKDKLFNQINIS
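Assay system: purified human Csn5 enzyme expressed in HEK293T cells; measure: % inhibition; also added: SCFSkp2-Nedd8OG substrate at 10 nM final; technique: fluorescence polarization; times: reaction 90 min, room temperature; medium: Tris buffer pH 7.5, NaCl, DTT, Tween-20, trehalose, ovalbumin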
* = called active by the depositor; i = inactive; x = no result given.

SMILES	DNMT1 block	MsrA inh	TbMetRS inhib	NadD inh	SUMO1-SIM PPI	STEP inh	Rpn11 inh	Scp-1 inhibitor	LMPTP inh	CSN inh
Cc1ccc(NC(=O)c2ccc3c(c2)OCO3)cc1Cl	-0.6	-0.5	-0.2	-13.0	5.0	-1.9	i	-3.7	1.3	5.4
COc1cc(C2CC(=O)N(CC(=O)NCC3CCCO3)c3ccccc3S2)cc(OC)c1OC (centres undefined)	-0.7	0.4	-0.5	-3.4	-0.2	1.1	i	-6.7	-1.8	-0.2
O=C(CCC(=O)N1CCOc2ccccc21)Nc1ccccc1Cl	1.4	-0.5	0.2	5.4	-4.9	-0.7	i	-4.8	-0.3	0.3
CCc1cc(Br)ccc1NC(=S)NCCc1ccccc1	9.7	-1.2	-0.1	-3.3	-3.1	0.2	i	-5.0	1.9	2.4
O=C(O)CC(Cc1ccc(Cl)cc1)C(=O)NCc1ccccc1 (centres undefined)	6.7	-1.3	-0.6	2.9	1.6	-2.1	i	-4.8	-1.0	-6.4
CCCC(C(=O)NC(C)(C)C)N(C(=O)c1snc(C(N)=O)c1N)c1ccc2c(c1)OCCO2 (centres undefined)	-5.2	0.4	-0.2	4.1	-1.7	-1.6	i	-6.4	-2.3	-7.9
COc1ccc(C2=CC(=O)C[C@H](c3ccc4c(c3)OCO4)C2)cc1	-0.9	x	-0.3	-5.4	-22.0	-0.5	i	-13.9	3.5	-0.9
Cn1c(=O)n(C)c2cc(NC(=O)CSc3nc4ccccc4c(=O)[nH]3)ccc21	1.4	1.1	0.1	4.2	8.9	0.1	i	-0.6	-1.5	-2.2
COc1ccc(C2=NCCn3c2c2ccc(C(F)(F)F)cc2[n+]3[O-])cc1	-0.7	2.0	-0.3	0.6	-8.7	-2.2	i	-11.3	-8.8	-1.1
O=S(=O)(NCc1c(Cl)cccc1Oc1ccccc1)c1ccccc1	-1.9	0.9	-0.1	-3.9	-1.3	0.3	i	-9.5	0.9	-0.6
O=C(CC(c1ccccc1)c1ccccc1O)NCCc1ccccc1 (centres undefined)	-2.5	0.9	-0.8	-11.4	-2.5	1.1	i	-12.3	-1.2	0.2
CC1CCCC(NC(=O)C2CCN(S(=O)(=O)N3CCC4(CC3)OCCO4)CC2)C1C (centres undefined)	0.3	0.2	-0.2	-0.2	6.2	-1.6	i	-7.7	-1.1	2.7
O=C1NC(Cc2ccccc2)c2nc3ccc(F)cc3c(=O)n2-c2ncccc21 (centres undefined)	4.4	2.5	-1.2	-6.9	-1.1	0.1	i	x	-1.3	-1.3
CCOC(=O)C1CCN(C(=O)CSc2cc(=O)n(CC)c3ccccc23)CC1	6.5	-0.7	-0.7	-3.2	1.4	-0.5	i	5.4	0.8	6.1
CS(=O)(=O)N1CCN(C(=O)Cc2ccc([N+](=O)[O-])cc2)CC1	1.4	0.0	-0.4	2.8	-19.6	-0.7	i	4.0	-0.6	-1.3
COC(=O)[C@]1(Cc2ccccc2)N[C@H](CN(C)C(=O)Nc2ccc(Cl)cc2)[C@@H]2C(=O)N(Cc3ccccc3)C(=O)[C@@H]21	2.1	-0.2	0.6	8.0	0.6	-0.3	i	47.5	4.4	-0.8
CC(C)(C)C(=O)Nc1ccccc1C(=O)NCCCn1ccnc1	2.8	0.2	-0.1	2.0	0.3	-2.9	i	-6.0	-5.9	-7.0
CCc1sc(C(=O)NC)cc1Br	-5.9	-0.4	-0.8	0.0	-0.7	-0.4	i	-6.2	0.7	-6.8
CCC(C)NC(=O)C1CCN(S(=O)(=O)c2ccc3[nH]c(=O)ccc3c2)CC1 (centres undefined)	-1.3	2.1	2.5	0.5	1.0	3.5	i	14.7	-1.8	-2.4
Cc1ccc(S(=O)(=O)NNC(=O)c2sc(NS(=O)(=O)c3ccccc3)nc2C)cc1	0.2	2.1	-0.2	1.8	2.8	-2.0	i	6.2	-0.3	4.8
OCc1ccccc1OCCOc1ccc(Cl)c2cccnc12	-5.0	-0.2	-0.7	-10.2	-12.9	0.2	i	-7.7	0.1	5.4
Cc1cc(F)ccc1-c1cc(C(=O)NCC2CCCCC2)[nH]n1	1.9	-0.2	0.5	2.7	3.8	2.2	i	x	1.4	0.0
CN(C)S(=O)(=O)c1cccc(NC(=O)c2cc(=O)[nH]c3ccccc23)c1	-2.7	1.8	-0.6	-5.7	-0.6	-1.7	i	-5.7	-0.1	3.9
CC(=O)c1ccc(Nc2nc(C(N)Cc3ccc(Cl)cc3)cs2)cc1 (centres undefined)	-20.5	2.2	0.2	-0.1	-9.7	-0.4	i	x	0.3	-4.1
COc1cccc2sc(/N=C/N(C)C)nc12	0.7	1.9	-1.2	1.1	4.7	-3.2	i	-0.7	-1.1	-1.6

Another view of part of the listing above:
> Cc1ccc(S(=O)(=O)NNC(=O)c2sc(NS(=O)(=O)c3ccccc3)nc2C)cc1
  DNMT1 block: 0.2; MsrA inh: 2.1; TbMetRS inhib: -0.2; NadD inh: 1.8; SUMO1-SIM PPI: 2.8; STEP inh: -2.0; Rpn11 inh: i; Scp-1 inhibitor: 6.2; LMPTP inh: -0.3; CSN inh: 4.8
> OCc1ccccc1OCCOc1ccc(Cl)c2cccnc12
  DNMT1 block: -5.0; MsrA inh: -0.2; TbMetRS inhib: -0.7; NadD inh: -10.2; SUMO1-SIM PPI: -12.9; STEP inh: 0.2; Rpn11 inh: i; Scp-1 inhibitor: -7.7; LMPTP inh: 0.1; CSN inh: 5.4

The list goes on.
SMILES	DNMT1 block	MsrA inh	TbMetRS inhib	NadD inh	SUMO1-SIM PPI	STEP inh	Rpn11 inh	Scp-1 inhibitor	LMPTP inh	CSN inh
O=c1c2ccccc2nc2ccc(NCc3cccs3)nn12	-2.4	0.5	-0.5	5.7	-5.7	2.2	i	-0.7	-1.5	1.8
O=C(COC(=O)c1ccc(-c2nnc(-c3ccccc3)o2)cc1)c1ccccc1	53.8*	-0.2	-0.4	2.5	3.4	-0.3	i	-5.2	19.0	-9.6
CCCCc1c(Cc2ccccc2)ncn1CCc1ccccc1OC	x	-0.5	-1.4	4.7	8.0	x	x	x	0.0	-11.3
COc1ccc(NC(=O)C2CCCN2S(=O)(=O)c2ccc3c(c2)CC(C)N3C(C)=O)cc1OC (centres undefined)	-2.5	0.3	-0.1	2.3	0.2	1.8	i	-8.2	-1.4	0.8
Cc1ccc2[nH]c(=O)c(C(c3nnnn3Cc3ccccc3)N3CCc4ccccc43)cc2c1 (centres undefined)	-23.6	2.3	0.3	31.6*	-43.0	-0.5	i	-7.3	2.9	-2.6
CCc1sc(C(=O)Nc2nc(C)cs2)cc1C	-0.5	1.3	-0.3	-2.0	-1.1	1.6	i	-3.1	1.5	2.9
Cc1cc2nc(-c3cccc(Cl)c3)c(Cc3ccccc3)n2c(C)c1Br	27.8	x	0.1	13.8	7.0	0.2	i	x	2.4	8.2
COc1cc(S(=O)(=O)N2CCOCC2)ccc1NC(=O)COC(=O)c1cc(OC)c(OC)c(OC)c1	-0.4	-0.4	-0.4	-3.6	6.8	1.7	i	-4.6	-0.1	0.2
O=C(NN1C(=O)c2ccccc2NC1c1ccc([N+](=O)[O-])o1)c1ccc(Br)cc1 (centres undefined)	-6.8	2.2	-0.3	3.0	-4.0	-2.2	i	-0.7	-1.0	6.0
Cn1cc(/C=C(\NC(=O)c2ccccc2)C(=O)N2CCOCC2)c2ccccc21	0.1	5.7*	-0.2	2.0	6.0	-0.5	i	-2.2	-0.6	-0.1
CCCC1OC23CCCCC2C(C#N)(C#N)C1(C#N)C(=N)O3 (centres undefined)	-5.3	0.5	0.5	-4.6	-3.7	-2.0	i	-4.2	-1.1	-1.6
O=S(=O)(Nc1c(F)cccc1F)c1ccc(Cl)nc1	1.4	-1.3	-0.6	0.7	1.6	0.1	i	3.4	-1.4	-1.3
Cc1nn(C)c(Cl)c1CN1CCCC(CCC(=O)NCc2ccccc2F)C1 (centres undefined)	0.0	-1.5	-0.5	-4.9	0.9	-3.8	i	-4.9	-0.9	-7.2
O=C(Nc1cccnc1)c1cc(S(=O)(=O)N2CCOCC2)ccc1Br	-2.5	0.7	-0.5	-6.7	-5.1	-1.0	i	-4.8	-1.8	-3.5
Cc1cccc(Nc2nc(-c3ccccn3)cs2)n1	-1.2	0.5	-1.1	2.5	-0.5	3.2	i	-4.3	3.2	4.6
CSc1nc(SCc2ccccc2)[nH]c(=O)n1	9.4	0.3	-0.5	2.9	18.6	1.4	i	x	-0.2	3.6
OCCC1CN(Cc2cc3c(cc2Cl)OCO3)CCN1C1CCCCC1 (centres undefined)	3.7	-0.8	-0.3	5.1	2.2	0.5	i	-2.7	1.1	3.8
CN(C)C(=O)c1ccc(NC(=O)COC(=O)C2(c3ccccc3)CCCC2)cc1	-0.9	-1.2	-0.2	-8.0	3.4	-0.3	i	2.0	-0.7	0.4
CC(C)(C)OC(=O)N1CC2(CCCCC2)CC1Cc1ccc(C(F)(F)F)cc1 (centres undefined)	-0.6	0.3	-0.6	12.6	2.2	2.1	i	x	0.9	-3.8
O=C(CC1S/C(=N/N=C/c2cccs2)NC1=O)Nc1ccc(Cl)cc1 (centres undefined)	-4.0	1.1	0.1	5.9	5.5	-3.3	i	-5.2	-0.5	-1.8
COc1ccc(-c2ccc3[nH]c4c(c3c2)CCN2C(=O)[C@@H]([C@H](C)O)[C@@H](N(C)C(=O)Nc3cc(Cl)cc(Cl)c3)C[C@@H]42)cc1	-32.3	0.6	7.8*	30.6*	5.2	-1.2	i	x	4.8	2.2
C=CCn1c(SCC(=O)NCC)nnc1-c1cc2c(s1)CCC(CC)C2 (centres undefined)	5.6	-0.4	-0.1	-5.3	-0.1	1.5	i	-2.6	-0.5	8.2
COC(=O)C1=C(N)N(c2ccc(F)cc2)C2=C(C(=O)CCC2)C1c1ccc2c(c1)OCO2 (centres undefined)	-0.5	0.6	-2.6	7.8	19.6	-6.2	i	-7.3	-0.3	-1.9
N/C(=N\OC(=O)COc1ccc2ccccc2c1Br)c1ccccn1	-2.9	0.7	-0.5	5.3	-7.1	-2.2	i	-5.7	2.2	11.2
FC(F)(F)c1nc(=S)c2ccccc2[nH]1	-4.4	1.5	0.6	7.3	1.9	-0.1	i	-3.4	23.0	-1.1
